Glioma ERSR ind – qHTS for Inducers of the Endoplasmic Reticulum Stress Response (ERSR) in Human Glioma: qHTS; U87-MG GRP78 promoter luciferase reporter, 16 h; Potency, µM, for the others: at the top dose activation, most hits filed as activators; 0.02% of 420,000 active; AID 602332, 2012; further: potency means the concentration at half of the fitted maximal effect; series mostly up to about 76 µM; % of control where 0% means no effect; nearly all actives have a fitted effect of over 35% in size
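ERSR induction read as luciferase luminescence (Bright-Glo, 10 min at room temperature) in stably transfected human U87-MG glioma cells exposed to compounds for 16 h, using GRP78 as sensor.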
TrxR1 substrate – qHTS Assay for Substrates of Mammalian Selenoprotein Thioredoxin Reductase 1 (TrxR1): qHTS; Thioredoxin reductase 1, cytoplasmic (Rattus norvegicus), O89049; purified TrxR1 substrate turnover, NADPH consumption readout; Potency, µM (top dose mostly 114 µM), for the others: at the highest dose activity change, negative = substrate turnover; 0.01% of 390,000 active; AID 588456, 2011; further: potency means the concentration at half of the fitted maximal effect; on the % scale 0 is the no-effect control and ±100 the full control effect; nearly all actives have a fitted effect of over 50% in size
Target sequence (O89049 whole entry, looked up): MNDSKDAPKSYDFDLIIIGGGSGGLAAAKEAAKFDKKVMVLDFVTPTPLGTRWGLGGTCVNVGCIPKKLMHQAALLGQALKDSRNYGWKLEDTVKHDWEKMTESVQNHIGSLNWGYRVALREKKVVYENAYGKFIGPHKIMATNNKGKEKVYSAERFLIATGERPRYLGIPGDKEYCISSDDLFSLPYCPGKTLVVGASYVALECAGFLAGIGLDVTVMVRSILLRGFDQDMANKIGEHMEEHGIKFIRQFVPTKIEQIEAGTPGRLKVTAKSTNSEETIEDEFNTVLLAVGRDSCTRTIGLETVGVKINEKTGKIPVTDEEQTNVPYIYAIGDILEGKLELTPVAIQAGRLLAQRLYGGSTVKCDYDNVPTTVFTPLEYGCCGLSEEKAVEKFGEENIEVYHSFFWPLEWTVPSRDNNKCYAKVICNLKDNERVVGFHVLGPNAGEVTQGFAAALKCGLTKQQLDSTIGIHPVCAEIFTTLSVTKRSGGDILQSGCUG
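Rat TrxR1, dispensed at 90 nM, was prereduced with 400 uM NADPH (final) for 5 min at ~22 deg C, then incubated with compound 15 min before 400 uM selenite. A first-read NADPH fluorescence drop versus no-compound background flagged substrates.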
USP1 inh – Inhibitors of USP1/UAF1: Primary Screen; Ubiquitin carboxyl-terminal hydrolase 1 (Homo sapiens), O94782; recombinant USP1/UAF1, Ub-Rhodamine cleavage fluorescence; Potency, µM (highest dose often 57.1 µM), without a hit: at the top dose activity change, negative = inhibition, usual class: inhibitors; 0.23% of 390,000 active; AID 743255, 2014; further: potency means the concentration at half of the fitted maximal effect; on the % scale 0 is the no-effect control and ±100 the full control effect; nearly all actives have a fitted effect of over 60% in size; inactives centre near -12
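High-throughput fluorogenic screen: 1nM USP1/UAF1 complex, Ub-Rho substrate 150nM final, 50mM HEPES pH 7.8 with 0.5mM EDTA, 0.1 mg/ml BSA, 1mM TCEP and 0.01% Tween-20.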
Vif-APOBEC3F blk – qHTS for Inhibitors of Vif-A3F Interactions: qHTS; HeLa A3F-eYFP + Vif (tagged APOBEC3F with the HIV-1 protein that degrades it), YFP fluorescence increase; Potency, µM (highest dose often 46.1 µM), without a hit: at the highest dose activity, negative = active; 0.2% of 390,000 active; AID 602313, 2012; further: potency means the concentration at half of the fitted maximal effect; % of control where 0% means no effect; nearly all actives have a fitted effect of over 65% in size
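Fluorescence increase (Ex 488/Em 500-530) after overnight compound treatment at 37 deg C flags inhibition of Vif-driven A3F-eYFP loss in stable HeLa A3F-eYFP/Vif cells seeded overnight beforehand.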
LDHA block – qHTS assay for inhibitors of human lactate dehydrogenase. activity change, % (values are at about 110 or 230 µM). 0.15% of 480,000 active. L-lactate dehydrogenase A chain (Homo sapiens), P00338. purified LDHA, NADH/diaphorase-resazurin fluorescence; hits give low values; in the data active means activity change below about -30%; inconclusive means mostly about -25% to -30%;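 further: plate controls were DMSO wells for no effect and wells without enzyme for full effect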
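Resorufin fluorescence (ex540/em590), read at 0 and 20 min after diaphorase/resazurin addition, reports the NADH left after a 5 min room-temperature reaction of 2 nM human LDH5 with 0.06 mM NADH and 0.2 mM pyruvate.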
mIDH1 inhibitor – qHTS for Inhibitors of mutant isocitrate dehydrogenase 1 (IDH1): qHTS. Potency, µM (top dose mostly 76.6 µM), for inactives: at the highest dose activity change, negative = inhibition, most hits filed as inhibitors. IDH1-R132H enzyme, NADPH consumption, diaphorase/resazurin fluorescence. 0.093% of 390,000 active. Isocitrate dehydrogenase [NADP] cytoplasmic (Homo sapiens), O75874; further: potency means the concentration at half of the fitted maximal effect; on the % scale 0 is the no-effect control and ±100 the full control effect; nearly all actives have a fitted effect of over 65% in size
Target sequence (O75874 whole entry R132H, stated change not applied): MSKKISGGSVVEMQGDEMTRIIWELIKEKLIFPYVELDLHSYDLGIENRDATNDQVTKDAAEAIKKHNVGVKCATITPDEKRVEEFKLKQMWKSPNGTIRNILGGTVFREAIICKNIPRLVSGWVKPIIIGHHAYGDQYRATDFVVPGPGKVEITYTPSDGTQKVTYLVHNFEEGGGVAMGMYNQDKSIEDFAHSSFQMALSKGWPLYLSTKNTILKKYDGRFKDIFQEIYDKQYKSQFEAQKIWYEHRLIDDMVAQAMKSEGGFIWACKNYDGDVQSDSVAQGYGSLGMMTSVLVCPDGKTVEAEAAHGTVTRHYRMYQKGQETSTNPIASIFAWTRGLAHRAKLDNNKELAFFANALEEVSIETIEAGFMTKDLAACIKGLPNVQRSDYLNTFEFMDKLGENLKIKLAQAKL
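IDH1-R132H (0.5 ug/mL dispensed) in pH 7.5 Tris buffer was preincubated 30 min with compound, then given a substrate mix of 0.016 mM NADPH and 2 mM alpha-KG for 80 min at room temperature; remaining NADPH was read by diaphorase/resazurin fluorescence.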
PI4K2A inh – qHTS for small molecular inhibitors of PI4K2A. Phosphatidylinositol 4-kinase type 2-alpha (Homo sapiens), Q9BTU6. AID 1346378, 2018. activity change, negative = inhibition, % at 76.9 µM. 0.13% of 420,000 active. purified PI4K2A, ADP-Glo luminescence, 1 h; hits give low values; in the data active means activity change below about -50%; inconclusive means mostly about -30% to -49%;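 further: -100% = wells without enzyme as full effect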
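Compounds are screened against recombinant PI4K2A using PI as substrate and ATP, the latter dispensed at 300 microM. Reactions run one hour at ambient temperature before ADP-Glo detection; full inhibition defined by wells lacking enzyme.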
Vif-A3G inh – qHTS for Inhibitors of Vif-A3G Interactions: qHTS. DNA dC->dU-editing enzyme APOBEC-3G (Homo sapiens), Q9HC16. HeLa A3G-eYFP + Vif (tagged APOBEC3G with the HIV-1 protein that degrades it), YFP fluorescence, overnight. Potency, µM (titrated, usually from 46.1 µM), inactives show at the top dose activity, negative = active, usual class: inhibitors. 0.076% of 410,000 active. AID 602310, 2012;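 further: potency means the concentration at half of the fitted maximal effect; on the % scale 0 is the no-effect control and ±100 the full control effect; nearly all actives have a fitted effect of over 60% in size; hits raise eYFP signal because A3G escapes Vif-driven loss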
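HeLa cells stably expressing Vif and C-terminally eYFP-tagged A3G, seeded overnight at 37 deg C, then exposed to compound by pintool overnight at 37 deg C. Rise in yellow fluorescence (Ex 488/Em 500-530, Acumen) marks blocked Vif-driven A3G degradation.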
RXFP1 ag – qHTS Assay for Agonists of the Relaxin Receptor RXFP1 | Relaxin receptor 1 (Homo sapiens), Q9HBX9 | HEK293T-RXFP1 cAMP TR-FRET, 30 min; response scale: percent of porcine relaxin response, buffer zero | Potency, µM (highest dose often 57.5 µM), inactives show at the highest dose activation, usual class: activators | 0.3% of 370,000 active | AID 2676, 2010; further: potency means the concentration at half of the fitted maximal effect; on the % scale 0 is the no-effect control and ±100 the full control effect; nearly all actives have a fitted effect of over 60% in size; many of its hits are not listed in these tables
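Agonist response is measured as cAMP accumulation in an RXFP1-transfected HEK293T line under PDE4 inhibition. Values are scaled between buffer-only and 29 nM porcine relaxin, and EC50s come from standard Hill equation fits.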
Starred values were filed as active, the others as inactive; u = inconclusive; x = no result given; [ ] = dose if it differs, or a comment. Unless noted, the call rests on the fitted dose curve; in most records, active means well fitted curve in the direction sought with a large enough effect; inconclusive means small, poorly fitted or top-dose-only effect, or another doubt; inactive means no such curve, though single readings can be large; an effect the other way counts as inactive or inconclusive. These rows are one share of the data; count on the stated rates, not on these rows.

SMILES	Glioma ERSR ind	TrxR1 substrate	USP1 inh	Vif-APOBEC3F blk	LDHA block	mIDH1 inhibitor	PI4K2A inh	Vif-A3G inh	RXFP1 ag
Cc1ccc(C(=O)NNC2=NCCC2)cc1	-3.6%	6.5%	-0.8%	-2.4%	-1.3	0.0%	1.0	2.1%	-1.0%
CC[C@]12c3[nH]c4cc(-c5ccco5)ccc4c3CCN1C(=O)[C@@H](CC(=O)NCc1ccc(OC)c(OC)c1)C[C@@H]2C(=O)N1CCN(C(=O)c2ccco2)CC1	0.4%	9.0%	-29.7%	6.0%	-2.7	-9.2%[38.3 µM]	0.8	-17.2%	x
CSc1nc2nc3c(cn2n1)C(=O)CC(c1ccccc1)C3 (centres undefined)	-4.4%	8.8%	-17.7%	-4.4%	1.8	-5.0%	11.8	-1.3%	0.9%
CCOC(=O)c1c(-c2ccc(C)cc2)csc1NC(=O)c1cc2ccccc2oc1=O	5.4%	2.1%	-20.9%	-4.0%	-3.0	6.4%	-2.5	0.8%	-0.2%
CC(OC(=O)CCN=C1NS(=O)(=O)c2ccccc21)C(=O)Nc1ccc(N(C)C)cc1 (centres undefined)	2.1%	-2.1%	-20.3%	-8.5%	-0.6	-10.3%	-3.6	0.3%	-1.5%
Cc1ccc(NC(=O)c2sc3nc(N)c(C#N)cc3c2N)cc1	0.5%	6.6%[57.1 µM]	u	u	-10.3	14.5%	20.6	-3.1%	0.7%
C[C@]12CC[C@H](O)CC1=C[C@H](O)C1C2CC[C@@]2(C)C1CC[C@@]2(O)C#Cc1ccc(CN)cc1 (some centres undefined)	0.2%	6.2%	-0.3%	8.7%	-5.0	-3.2%	7.4	-3.9%	x
Cc1cc(C)cc(C(=O)Nc2ccc3[nH]c(=O)[nH]c3c2)c1	-4.7%	2.0%	-21.9%	-3.1%	-2.7	1.0%	0.8	-7.1%	-0.8%
CCC(=O)N1CCC(C)(C(=O)Nc2nccc3ccccc23)C1 (centres undefined)	0.0%	x	x	x	-5.9	x	-0.3	-1.1%	x
CC(=O)Nc1sc2c(c1CN1CCN(c3ccc(F)cc3)CC1)CCCC2	-1.7%	-2.6%	-17.0%	-10.9%	-0.2	-2.8%	7.7	0.6%	1.1%

Carrying on:
SMILES	Glioma ERSR ind	TrxR1 substrate	USP1 inh	Vif-APOBEC3F blk	LDHA block	mIDH1 inhibitor	PI4K2A inh	Vif-A3G inh	RXFP1 ag
CN(C)C(CNC(=O)c1ccc2ccccc2n1)c1ccccc1 (centres undefined)	0.4%	1.7%[57.1 µM]	-4.2%	2.7%	-7.4	2.3%	-22.4	0.3%	1.2%
Cc1cccc(NC(=O)CCC(=O)OCc2ccc(Br)cc2)c1	-4.8%	-0.4%	-19.1%	10.4%	-4.6	6.9%	-1.6	0.9%	-0.6%
Cc1cc(C(=O)CSc2ncccn2)c(C)n1-c1cccc(F)c1	-2.5%	1.2%	-18.1%	-5.4%	-7.7	2.8%	-1.0	-4.3%	-1.3%
COc1cccc(-c2nc(-c3ccc4c(c3)NC(=O)CO4)cs2)c1	7.5%	16.4%[57.1 µM]	-9.0%	-2.8%	-5.0	1.8%	-5.5	-8.1%	3.0%
CCc1cccc(NC(=O)CCc2c(C)nc3c(c2C)c(=O)n(C)c(=O)n3C)c1	-3.2%	0.2%	-14.6%	-21.3%	-6.2	2.9%	2.4	-1.5%	10.6%
COc1ccc(S(=O)(=O)N2CCC(C(=O)NC3CC3)CC2)cc1C	-4.1%	1.9%	u	12.2%	-2.5	4.8%	4.8	0.5%	-4.6%
Cc1c(NC(=S)NC(=O)c2cccc(Cl)c2)c(=O)n(-c2ccccc2)n1C	-4.6%	2.9%	-17.9%	1.4%	-1.9	-3.7%	-0.3	-10.6%	-0.4%
Cc1nn(C)cc1CN(C)Cc1ccc(OCC(O)CN2CCCCC2)cc1 (centres undefined)	-3.3%	5.6%	-8.2%	0.7%	-5.8	-9.7%	-8.1	1.1%	-1.8%
COCCN1CC(CNC(=O)c2cc(COc3ccccc3SC)on2)CC1=O (centres undefined)	-1.8%	-2.4%	-10.6%	-10.4%	1.0	7.4%	-4.1	1.3%	4.9%
CC1(C(=O)OCC(=O)Nc2ccc(Cl)cn2)CC1(Cl)Cl (centres undefined)	1.3%	-2.2%	-13.5%	-1.2%	-9.7	0.4%	-0.5	4.0%	x

The list goes on.
SMILES	Glioma ERSR ind	TrxR1 substrate	USP1 inh	Vif-APOBEC3F blk	LDHA block	mIDH1 inhibitor	PI4K2A inh	Vif-A3G inh	RXFP1 ag
O=C(Nc1ccc(Br)cc1F)c1ccc2c(c1)N(Cc1ccccc1)C(=O)CS2=O (centres undefined)	-6.7%	6.9%[57.1 µM]	-15.6%	4.6%	-4.2	-2.7%	-1.5	-9.2%	-0.7%
O=C(CSc1cccc[n+]1[O-])Nc1cc(S(=O)(=O)N2CCOCC2)ccc1Cl	-1.3%	4.2%[57.1 µM]	-1.7%	0.4%	-2.8	6.4%	-6.3	-0.9%	22.3%
CCCCN(C)C(=O)C1CCC(Cn2c(=O)[nH]c3ccsc3c2=O)CC1 (centres undefined)	-3.1%	5.5%[57.1 µM]	-21.5%	0.5%	3.7	3.3%	3.7	-2.3%	4.6%
COc1cc(CC(CC(=O)O)CC(C)OCc2ccccc2)cc(OC)c1 (centres undefined)	-2.3%	5.4%[57.1 µM]	-23.5%	1.7%	-8.1	2.1%	-5.3	0.3%	3.4%
Cc1cccc(N2CCN(C(=O)c3oc(=O)c4ccccc4c3-c3ccccc3)CC2C)c1 (centres undefined)	-2.4%	3.4%	-31.4%	-1.7%	-6.7	-3.8%	-2.7	-0.2%	6.9%
CC1(C)Cc2c(sc3ncn4c(=S)[nH]nc4c23)CO1	-5.0%	0.9%[57.1 µM]	2.7%	0.4%	-7.8	-2.9%	-1.4	-1.5%	15.2%
O=C(O)C(=Cc1ccncc1)c1cccc2ccccc12	-0.2%	x	-18.2%	0.5%	-1.3	-6.5%	-2.9	-4.8%	x
COC(=O)COn1c(SC(C)C)nc2ccccc2c1=O	-6.2%	3.8%	-8.2%	-2.1%	-16.9	0.2%	3.5	-2.7%	0.0%
O=C(Nc1cccn(Cc2c(Cl)cccc2Cl)c1=O)c1c(Cl)cccc1Cl	-4.2%	1.2%	-15.4%	-0.9%	-2.7	1.2%	0.6	-2.2%	4.3%
COc1cccc(C2=NOC(C(=O)NCc3ccc(F)cc3)C2)c1 (centres undefined)	-2.5%	-12.1%	0.8%	2.2%	-1.5	14.1%	0.0	-11.0%	5.8%

Following part:
SMILES	Glioma ERSR ind	TrxR1 substrate	USP1 inh	Vif-APOBEC3F blk	LDHA block	mIDH1 inhibitor	PI4K2A inh	Vif-A3G inh	RXFP1 ag
O=C(Cn1nc(-c2ccccc2)ccc1=O)NCc1ccc(F)cc1Cl	0.5%	-2.9%[57.1 µM]	-12.4%	4.4%	-3.0	0.2%	-2.2	7.2%	-1.5%
CCOC(=O)N1CCN(C(=O)CCCCCn2c(=S)[nH]c3cc4c(cc3c2=O)OCO4)CC1	-1.7%	7.2%[57.1 µM]	-0.7%	0.4%	-3.3	2.4%	-1.5	1.8%	u
O=C1[C@@H]2Cc3c([nH]c4ccccc34)C(c3ccccc3)N2C(=O)CN1CCO (some centres undefined)	-2.1%	1.7%	-16.7%	3.7%	-0.7	0.0%	12.8	0.8%	-0.2%
CCOC(=O)c1cn2nc(-c3ccc(OC)cc3)cc2nc1C1CCN(C(=O)OC(C)(C)C)CC1	0.7%	55.7%[activator][57.1 µM]	-19.5%	0.9%	4.5	4.8%	1.8	1.2%	4.1%
COc1ccc2nc(NCCCNC(=O)c3cc(OC)c(OC)c(OC)c3)c(C#N)cc2c1	-1.8%	37.6%[activator]	-19.6%	1.4%	0.6	1.8%	4.6	2.1%	4.0%
C=CCN=C(NC#N)SCc1ccccc1	-2.7%	-3.4%	-9.7%	-0.5%	-2.8	1.3%	1.5	3.7%	2.9%
CC(Sc1nc2ccccc2s1)C(=O)Nc1ccc2c(c1)OCO2 (centres undefined)	1.4%	-20.7%[57.1 µM]	-9.4%	12.9%	0.9	2.4%	-0.7	-2.0%	0.1%
CCOC(=O)C(NC(=O)CC)(Nc1nc2c(s1)CCCC2)C(F)(F)F (centres undefined)	-3.1%	7.1%	-5.4%	0.7%	2.4	4.5%	-7.2	-1.0%	0.3%
COc1cc2cc(CCOC(=O)N3CCCCC3)oc(=O)c2cc1OC	-2.2%	3.0%	-21.5%	1.6%	4.4	21.5%	2.6	4.3%	-0.1%
O=[N+]([O-])c1cc(S(=O)(=O)N2CCCC2)ccc1SCCO	-2.1%	-11.9%	-9.4%	0.5%	-1.2	-6.5%	1.9	-0.4%	-0.2%
